PHOSPHO1 block: PubChem AID 1565; Phosphoethanolamine/phosphocholine phosphatase (Homo sapiens), Q8TCT1; recombinant PHOSPHO1, absorbance phosphatase assay; inhibition, % at 13.3 µM; 290,000 tested, 1.1% active; in the data active = inhibition above about 60%
Target sequence (Q8TCT1 whole entry, looked up): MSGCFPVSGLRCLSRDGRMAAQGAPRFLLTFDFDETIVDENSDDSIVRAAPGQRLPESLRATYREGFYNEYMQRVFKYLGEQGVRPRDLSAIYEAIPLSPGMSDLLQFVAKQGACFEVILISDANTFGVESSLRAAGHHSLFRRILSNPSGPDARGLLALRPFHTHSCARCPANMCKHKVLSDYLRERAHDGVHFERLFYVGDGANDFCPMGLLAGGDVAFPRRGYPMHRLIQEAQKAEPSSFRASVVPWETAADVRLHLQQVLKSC
NALP1 inh: NALP1 inflammasome inhibitors in reconstituted yeast, colorimetric, S. cerevisiae, triplicate retest. S. cerevisiae NALP1/ASC/caspase-1 growth, X-gal OD620, 72 h. inhibition, % at 10 µM. 280,000 tested, 0.61% active. AID 2071, 2009; in the data active = inhibition mostly above about 24%, no sharp cut-off; inactive = mostly below about 32%; note: some compounds called inactive have numbers as strong as hits
GPR7 antag: GPR7 receptor antagonists, primary screen, cell-based, fluorescence, single concentration. 290,000 tested, 1.1% active. AID 1861, 2009. Neuropeptides B/W receptor type 1 (Homo sapiens), P48145. inhibition, % at 4.4 µM. GPR7-expressing cells, fluorescence antagonist assay; in the data active = inhibition above about 16%, passing the limit was not always enough;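 note: cells stimulated with the agonist NPW; 0% = agonist with vehicle and 100% = vehicle without agonist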
Target sequence (P48145 whole entry, looked up): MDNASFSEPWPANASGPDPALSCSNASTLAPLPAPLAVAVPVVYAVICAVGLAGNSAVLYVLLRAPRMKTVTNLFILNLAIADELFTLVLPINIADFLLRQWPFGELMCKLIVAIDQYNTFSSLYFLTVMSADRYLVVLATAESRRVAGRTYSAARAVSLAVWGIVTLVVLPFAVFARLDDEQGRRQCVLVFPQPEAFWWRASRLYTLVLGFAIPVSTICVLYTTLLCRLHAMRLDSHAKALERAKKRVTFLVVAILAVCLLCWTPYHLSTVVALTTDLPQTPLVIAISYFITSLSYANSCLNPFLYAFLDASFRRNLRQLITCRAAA
MEKK3 PB1 HTS: modulators of MEKK3-MEK5 PB1 binding, primary screen, biochemical, wildtype MEKK3, multiplex bead flow cytometry, Alexa488-MEK5 | 290,000 tested, 1.4% active | Mitogen-activated protein kinase kinase kinase 3 (Homo sapiens), Q99759 | bead-based flow cytometry, Alexa488-MEK5 binding to MEKK3; actives lie on both sides; 0 = blocked by unlabeled MEK5, 100 = vehicle | AID 1529, 2009 | binding response (% of control), % at 10 µM;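 active = binding response more than 3 SD above or below the average of its plate-row segment, actives on both sides; inconclusive = wells at one plate position flagged as instrument error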;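 note: Alexa488 bead fluorescence after subtracting the streptavidin-only scavenger bead signal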
V1aR counter: agonists of human V1a receptor, primary screen, counter-screen for OXTR agonist project, fluorescence, CHO-V1R cells; Vasopressin V1a receptor (Homo sapiens), P37288; 320,000 tested, 0.25% active; AID 2797, 2010; Fluo-8 calcium fluorescence, agonist mode; 0% DMSO, 100% 3 nM vasopressin; activation, % at 3 µM;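 active = activation above the mean activation of all tested compounds plus 3 SD, per screening run, cut at about 20% in these data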;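 note: signal is peak over basal fluorescence ratio across a 100 second FLIPR read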
Target sequence (P37288 whole entry, looked up): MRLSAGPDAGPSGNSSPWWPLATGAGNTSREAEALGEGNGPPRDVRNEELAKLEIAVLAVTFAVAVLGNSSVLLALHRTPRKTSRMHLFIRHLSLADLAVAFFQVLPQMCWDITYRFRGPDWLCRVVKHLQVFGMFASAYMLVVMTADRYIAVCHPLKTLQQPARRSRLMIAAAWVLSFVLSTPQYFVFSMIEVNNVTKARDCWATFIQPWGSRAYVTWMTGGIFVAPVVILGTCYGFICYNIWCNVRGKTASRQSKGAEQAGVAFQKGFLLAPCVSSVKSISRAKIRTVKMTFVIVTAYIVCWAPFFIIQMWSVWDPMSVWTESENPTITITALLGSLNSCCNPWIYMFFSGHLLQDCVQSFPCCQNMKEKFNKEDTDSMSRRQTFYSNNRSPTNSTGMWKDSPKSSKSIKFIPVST
MEKK2wt PB1 HTS: modulators of MEK5 binding to wildtype MEKK2, primary screen, biochemical, multiplex bead flow cytometry, Alexa488-MEK5. binding response (% of control), % at 10 µM. Alexa488-MEK5 binding to MEKK2 WT; actives lie on both sides. 290,000 tested, 1.1% active; in the data active = binding response below about 67% or above about 130%; inconclusive = no clear call, values can overlap the other calls; inactive = in between
GalR3 antag: GalR3 antagonists in HEK293 cells, primary screen, cell-based, fluorescence readout. HEK293 GalR3-CNG cAMP membrane potential fluorescence; galR3 body fused to GalR1 C-terminus. inhibition, % at 3 µM. 360,000 tested, 0.44% active. AID 651719, 2012;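 active = inhibition above the screen-wide average plus 3 SD, cut at about 13% in these data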;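 note: forskolin and galanin both at EC90 stimulate the cells; cAMP rise reported by CNG channel membrane potential dye signal; 0% = forskolin plus galanin with DMSO and 100% = forskolin alone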
OXTR ag: human OXTR agonists, primary screen, fluorescence, CHO-OTR cells, Fluo-8 calcium; Oxytocin receptor (Homo sapiens), P30559; Fluo-8 calcium fluorescence; normalized: DMSO 0%, oxytocin 100%; activation, % at 3 µM; 320,000 tested, 0.32% active;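 active = activation above the mean of all tested compounds plus 3 SD, cutoff set per screening run, cut at about 20% in these data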;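 note: peak over basal fluorescence ratio from a 100 s FLIPR kinetic read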
MEKK2mut PB1 HTS: MEK5 binding signal on mutant MEKK2 PB1, primary screen, biochemical, multiplex bead flow cytometry, Alexa488-MEK5; Alexa488-MEK5 binding to MEKK2 mutant; percent response, % at 10 µM; 290,000 tested, 0.35% active; AID 1530, 2009; in the data active = percent response above about 24%, passing the limit was not always enough; note: inactives centre near 1; some results filed as inactive read as strong as hits; reference of the scale not given here
Active calls of the source: *.

For CN(C)C(=O)/C=C\c1cn(-c2ccccc2)nc1-c1ccc2c(c1)OCCO2 the results were PHOSPHO1 block 20.6, NALP1 inh 10.6, GPR7 antag -6.3, MEKK3 PB1 HTS 106.0, V1aR counter -0.6, MEKK2wt PB1 HTS 105.0, GalR3 antag 4.0, OXTR ag -2.2 and MEKK2mut PB1 HTS 1.0.
Cc1ccc(S(=O)(=O)Nc2nc3ccc(N)cc3s2)cc1 was read as PHOSPHO1 block 19.4, NALP1 inh 8.9, GPR7 antag -3.9, MEKK3 PB1 HTS 101.0, V1aR counter 0.6, MEKK2wt PB1 HTS 103.0, GalR3 antag -9.4, OXTR ag 1.0 and MEKK2mut PB1 HTS 3.0.
Screening Cc1ccc(COC(=O)c2nn(-c3ccccc3)nc2N)cc1 returned PHOSPHO1 block 16.2, NALP1 inh -7.4, GPR7 antag 0.9, MEKK3 PB1 HTS 98.0, V1aR counter 0.6, MEKK2wt PB1 HTS 90.0, GalR3 antag -5.0, OXTR ag -1.2 and MEKK2mut PB1 HTS -12.0.
For Cc1ccc(NC(=O)CN(C)S(=O)(=O)c2cccc3nsnc23)cc1Cl the results were PHOSPHO1 block -24.2, NALP1 inh 40.2, GPR7 antag -15.1, MEKK3 PB1 HTS 100.0, V1aR counter 4.3, MEKK2wt PB1 HTS 94.0, GalR3 antag -3.5, OXTR ag 3.3 and MEKK2mut PB1 HTS 0.0.
For COc1ccc(-c2cc(-c3ccccc3)c(C#N)c(S(C)=O)n2)cc1 (configuration not stated) the results were PHOSPHO1 block 4.1, NALP1 inh 15.5, GPR7 antag 69.6*, MEKK3 PB1 HTS 106.0, V1aR counter 0.8, MEKK2wt PB1 HTS 108.0, GalR3 antag -12.7, OXTR ag -1.3 and MEKK2mut PB1 HTS 2.0.
Screening COc1ccc(OC)c(S(=O)(=O)n2nnc3ccccc32)c1 returned PHOSPHO1 block 3.6, NALP1 inh 6.7, GPR7 antag 6.3, MEKK3 PB1 HTS 110.0, V1aR counter 1.4, MEKK2wt PB1 HTS 103.0, GalR3 antag -7.2, OXTR ag 0.5 and MEKK2mut PB1 HTS 4.0.
`O=S(=O)(c1ccc(-c2ccon2)s1)N1CCCC1` gave PHOSPHO1 block 19.1, NALP1 inh 9.9, GPR7 antag -15.0, MEKK3 PB1 HTS 95.0, V1aR counter 1.6, MEKK2wt PB1 HTS 95.0, GalR3 antag -1.9, OXTR ag 0.8 and MEKK2mut PB1 HTS -9.0.
For O=C(O)CCC(=O)N1N=C(c2ccccc2)CC1c1cccs1 (configuration not stated) the results were PHOSPHO1 block 19.5, NALP1 inh 8.9, GPR7 antag -1.7, MEKK3 PB1 HTS 83.0, V1aR counter -0.1, MEKK2wt PB1 HTS 83.0, GalR3 antag -4.8, OXTR ag -0.3 and MEKK2mut PB1 HTS -3.0.
`CCn1cc(C(=O)Nc2cccc(NC(C)=O)c2)c2cc(OC)c(OC)cc2c1=O` gave PHOSPHO1 block -18.2, NALP1 inh 6.1, GPR7 antag -3.1, V1aR counter 0.8, GalR3 antag 0.1 and OXTR ag -0.2.
`CSCC(=O)Nc1cc(C)on1` gave PHOSPHO1 block 26.8, GPR7 antag -2.6, MEKK3 PB1 HTS 78.0, V1aR counter 0.5, MEKK2wt PB1 HTS 80.0, GalR3 antag 6.2, OXTR ag 0.1 and MEKK2mut PB1 HTS -12.0.
COc1ccc(NC(=O)CCN2C(=O)c3cccc([N+](=O)[O-])c3C2=O)cc1 was read as PHOSPHO1 block 18.7, NALP1 inh 18.3, GPR7 antag -14.2, MEKK3 PB1 HTS 102.0, V1aR counter -0.5, MEKK2wt PB1 HTS 102.0, GalR3 antag -9.2, OXTR ag -0.9 and MEKK2mut PB1 HTS 4.0.
Screening Cc1ccc(CNC(=O)NC23CC4CC(CC(C4)C2)C3)cc1 returned PHOSPHO1 block 4.5, NALP1 inh 19.0, GPR7 antag -8.1, MEKK3 PB1 HTS 100.0, V1aR counter -0.2, MEKK2wt PB1 HTS 99.0, GalR3 antag 0.9, OXTR ag -1.6 and MEKK2mut PB1 HTS 1.0.
Screening O=C(CCc1ccccc1)NNC(=O)c1ccc(F)cc1 returned PHOSPHO1 block -1.1, NALP1 inh 5.3, GPR7 antag -0.3, MEKK3 PB1 HTS 100.0, V1aR counter 0.5, MEKK2wt PB1 HTS 95.0, GalR3 antag -2.4, OXTR ag 0.7 and MEKK2mut PB1 HTS -9.0.
`Cc1ncc([N+](=O)[O-])n1CCOC(=O)c1ccc(Cl)cc1Cl` gave PHOSPHO1 block 27.4, NALP1 inh 6.2, GPR7 antag -13.5, MEKK3 PB1 HTS 103.0, V1aR counter 1.4, MEKK2wt PB1 HTS 102.0, GalR3 antag -1.3, OXTR ag 1.9 and MEKK2mut PB1 HTS 7.0.
Screening Cn1c(CNC(=O)CCNC(=O)c2ccc(Br)cc2)cc(=O)n(C)c1=O returned PHOSPHO1 block 4.7, NALP1 inh 11.3, GPR7 antag -5.4, MEKK3 PB1 HTS 96.0, V1aR counter 0.3, MEKK2wt PB1 HTS 94.0, GalR3 antag 1.9, OXTR ag 1.6 and MEKK2mut PB1 HTS -2.0.
O=C(CCSCc1ccccc1F)NCc1cccnc1 was read as PHOSPHO1 block 9.1, NALP1 inh 4.6, GPR7 antag -15.4, MEKK3 PB1 HTS 102.0, V1aR counter 0.7, MEKK2wt PB1 HTS 106.0, GalR3 antag -1.0, OXTR ag -0.2 and MEKK2mut PB1 HTS 1.0.
CCc1ccccc1NC(=O)N[C@@H](C)C(=O)OC was read as PHOSPHO1 block 4.7, NALP1 inh -19.5, GPR7 antag 20.2, MEKK3 PB1 HTS 99.0, V1aR counter 0.2, MEKK2wt PB1 HTS 96.0, GalR3 antag -5.3, OXTR ag -0.5 and MEKK2mut PB1 HTS -3.0.
COCCNC(=O)/C(C#N)=C/c1c(N2CCCCCC2)nc2ccccn2c1=O was read as PHOSPHO1 block 37.3, NALP1 inh 11.6, GPR7 antag -5.1, MEKK3 PB1 HTS 91.0, V1aR counter -0.1, MEKK2wt PB1 HTS 92.0, GalR3 antag -2.9, OXTR ag -1.2 and MEKK2mut PB1 HTS 17.0.
`CC(=O)CSc1nnc(-c2ccc3c(c2)OCO3)o1` gave PHOSPHO1 block -8.0, NALP1 inh -7.9, GPR7 antag -12.6, MEKK3 PB1 HTS 81.0, V1aR counter 0.7, MEKK2wt PB1 HTS 105.0, GalR3 antag -5.0, OXTR ag -0.3 and MEKK2mut PB1 HTS 1.0.
For CCOc1cc(CNCCO)cc(Br)c1OCc1ccc(Cl)cc1 the results were PHOSPHO1 block 48.1, NALP1 inh 21.9, GPR7 antag 53.6*, V1aR counter 13.0, GalR3 antag -10.4 and OXTR ag 19.3.
Screening CCOc1cccc(C(=O)N2CCCN(C)CC2)c1 returned PHOSPHO1 block 29.0, NALP1 inh -15.5, GPR7 antag -12.8, MEKK3 PB1 HTS 101.0, V1aR counter 0.9, MEKK2wt PB1 HTS 101.0, GalR3 antag -0.8, OXTR ag 0.5 and MEKK2mut PB1 HTS 8.0.
For CC(NC(=O)C1CCN(c2nnc(-n3cccc3)s2)CC1)C12CC3CC(CC(C3)C1)C2 (configuration not stated) the results were PHOSPHO1 block 18.4, NALP1 inh 12.6, GPR7 antag -12.2, MEKK3 PB1 HTS 106.0, V1aR counter 0.8, MEKK2wt PB1 HTS 103.0, GalR3 antag 0.7, OXTR ag -0.3 and MEKK2mut PB1 HTS 7.0.
Screening Cc1nn(CC(=O)NNC(=S)Nc2ccccc2)c(C)c1[N+](=O)[O-] returned PHOSPHO1 block 47.3, NALP1 inh 13.8, GPR7 antag -15.8, MEKK3 PB1 HTS 102.0, V1aR counter 1.9, MEKK2wt PB1 HTS 102.0, GalR3 antag -2.5, OXTR ag 0.1 and MEKK2mut PB1 HTS 3.0.
Screening CCCC1(c2ccccc2)NC(=O)N(CC(=O)Nc2cc(OC)cc(OC)c2)C1=O (configuration not stated) returned PHOSPHO1 block 17.4, NALP1 inh 2.7, GPR7 antag 19.4, MEKK3 PB1 HTS 99.0, V1aR counter 4.7, MEKK2wt PB1 HTS 93.0, GalR3 antag -6.9, OXTR ag 4.9 and MEKK2mut PB1 HTS -9.0.
For Cc1[nH]nc2ncc(C(=O)c3cc(F)ccc3O)cc12 the results were PHOSPHO1 block 21.6, NALP1 inh -9.7, GPR7 antag -13.5, MEKK3 PB1 HTS 98.0, V1aR counter 0.4, MEKK2wt PB1 HTS 103.0, GalR3 antag -6.2, OXTR ag 0.1 and MEKK2mut PB1 HTS 6.0.
`O=C(O)CNC(=O)c1ccc(Sc2ccccc2)c([N+](=O)[O-])c1` gave PHOSPHO1 block 6.6, NALP1 inh -23.9, GPR7 antag -0.3, MEKK3 PB1 HTS 107.0, V1aR counter 0.3, MEKK2wt PB1 HTS 105.0, GalR3 antag -1.4, OXTR ag 0.5 and MEKK2mut PB1 HTS 0.0.
For Cc1cc(=O)oc2cc(NC(=O)c3ccccc3C(=O)O)ccc12 the results were NALP1 inh 6.5, GPR7 antag 6.3, MEKK3 PB1 HTS 97.0, V1aR counter 0.2, MEKK2wt PB1 HTS 98.0, GalR3 antag -9.1, OXTR ag -0.1 and MEKK2mut PB1 HTS -5.0.
`O=C(O)C1C2C=CC3(CN(c4cccc(C(F)(F)F)c4)C(=O)C13)O2` (configuration not stated) gave PHOSPHO1 block 10.5, NALP1 inh 12.0, GPR7 antag 2.7, MEKK3 PB1 HTS 102.0, V1aR counter 0.1, MEKK2wt PB1 HTS 101.0, GalR3 antag 1.2, OXTR ag 0.5 and MEKK2mut PB1 HTS 3.0.
Screening Nc1nc(-c2cc3c(cc2Cl)OCCO3)cs1 returned PHOSPHO1 block 13.9, NALP1 inh 14.2, GPR7 antag -14.1, MEKK3 PB1 HTS 106.0, V1aR counter -0.4, MEKK2wt PB1 HTS 106.0, GalR3 antag -4.2, OXTR ag -1.6 and MEKK2mut PB1 HTS 6.0.
For O=C(NCC(c1cccs1)N1CCOCC1)c1ccc(Cl)c(S(=O)(=O)N2CCOCC2)c1 (configuration not stated) the results were PHOSPHO1 block -7.0, NALP1 inh 12.2, GPR7 antag 11.7, MEKK3 PB1 HTS 90.0, V1aR counter -0.7, MEKK2wt PB1 HTS 95.0, GalR3 antag -6.0, OXTR ag 1.1 and MEKK2mut PB1 HTS -12.0.
Screening Clc1ccc(OCc2nnc3n2CCCCC3)c(Cl)c1 returned PHOSPHO1 block 36.2, NALP1 inh -0.3, GPR7 antag 3.4, MEKK3 PB1 HTS 86.0, V1aR counter -0.1, MEKK2wt PB1 HTS 85.0, GalR3 antag -8.2, OXTR ag -0.8 and MEKK2mut PB1 HTS -19.0.
`CN(C)S(=O)(=O)Nc1ccccn1` gave PHOSPHO1 block 19.9, NALP1 inh 1.5, GPR7 antag 14.3, MEKK3 PB1 HTS 106.0, V1aR counter -0.1, MEKK2wt PB1 HTS inconclusive, GalR3 antag -8.9, OXTR ag 1.6 and MEKK2mut PB1 HTS 7.0.
